Compound activity: PubChem BioAssay, several laboratories
MsrA inh = bovine MsrA enzyme inhibitors, primary screen, biochemical, absorbance, HTS | purified bovine MsrA, absorbance read-out | inhibition, % at 15.5 µM | actives 0.75% (n = 360,000) | AID 651718, 2012; in the data active means inhibition above about 4.5%;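 further: 0% = vehicle wells with enzyme and 100% = reference inhibitor wells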
Tb MetRS inh = T. brucei MetRS inhibitors, primary screen, biochemical, luminescence; methionyl-tRNA synthetase (Trypanosoma brucei brucei); purified T. brucei MetRS, ATP depletion, Kinase-Glo luminescence; inhibition, % at 11.9 µM; actives 0.4% (n = 360,000);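 active means inhibition above a per-plate cutoff of the control wells' mean inhibition plus 3 SD, cut at about 5.5% in these data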;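 further: 0% = DMSO wells median and 100% = median of wells with control inhibitor compound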
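assay system = parasite MetRS enzyme | timing = 15 min preincubation, 2 h reaction, all 25 °C | evaluation = percent inhibition relative to median high and low control wells | medium = HEPES buffer containing pyrophosphatase, BSA, spermine, DTT | compound = single dose, 11.9 µM final nominal, 0.9% final DMSO | detection = Kinase-Glo luminescence, ATP depletion format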
FAS TE block = FAS thioesterase domain inhibitors, primary screen, biochemical, fluorescence intensity, uHTS | Fatty acid synthase (Homo sapiens), P49327 | recombinant FAS-TE, OMFH fluorogenic substrate, fluorescence endpoint | AID 602261, 2012 | inhibition, % at 15 µM | actives 0.67% (n = 360,000);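 active means compounds whose normalised, plate-corrected inhibition of enzyme fluorescence in the single-dose primary screen is 50% or more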;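 further: 0% = DMSO with enzyme and 100% = substrate without enzyme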
PABP1 MLLE inh = inhibitors of PABP1 MLLE–PAM2 peptide binding, primary screen, biochemical, fluorescence polarization, FITC-PAM2, GST-MLLE; actives 0.36% (n = 360,000); Polyadenylate-binding protein 1 (Homo sapiens), P11940; AID 588489, 2011; inhibition, % at 20 µM; in the data active means inhibition above about 35%, passing the limit was not always enough;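 further: plate controls were DMSO wells with GST-MLLE for no effect and wells lacking GST-MLLE protein for full effect; some results filed as inactive read as strong as hits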
Target sequence (P11940 whole entry, looked up): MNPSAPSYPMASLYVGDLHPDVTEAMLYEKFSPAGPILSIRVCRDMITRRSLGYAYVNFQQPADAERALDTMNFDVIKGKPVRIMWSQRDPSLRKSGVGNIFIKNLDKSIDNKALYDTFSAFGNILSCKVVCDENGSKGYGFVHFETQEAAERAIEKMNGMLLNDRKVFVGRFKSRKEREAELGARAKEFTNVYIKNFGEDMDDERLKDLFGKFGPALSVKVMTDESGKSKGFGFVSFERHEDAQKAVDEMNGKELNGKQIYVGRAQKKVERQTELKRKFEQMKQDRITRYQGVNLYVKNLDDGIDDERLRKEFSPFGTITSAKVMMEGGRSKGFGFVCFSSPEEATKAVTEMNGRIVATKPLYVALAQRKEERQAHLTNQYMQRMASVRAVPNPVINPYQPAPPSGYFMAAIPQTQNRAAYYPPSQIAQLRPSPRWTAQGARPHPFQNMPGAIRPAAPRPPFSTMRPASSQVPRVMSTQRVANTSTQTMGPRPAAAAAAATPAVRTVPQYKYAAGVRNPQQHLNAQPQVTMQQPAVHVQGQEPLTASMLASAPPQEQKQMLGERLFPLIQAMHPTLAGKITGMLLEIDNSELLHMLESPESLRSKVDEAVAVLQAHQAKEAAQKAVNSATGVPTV
MsrA act = bovine MsrA enzyme activators, primary screen, biochemical, absorbance, HTS. purified bovine MsrA, absorbance read-out. actives 0.3% (n = 360,000). AID 602163, 2012. activation, % at 10.6 µM. Methionine sulfoxide reductase A (Bos taurus); in the data active means activation above about 7.5%;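 further: 0% = vehicle and 100% = reference activator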
Neddylation inh = inhibitors of cullin neddylation, primary screen, biochemical, TR-FRET, uHTS, NAE and Ubc12 | calls only at 25 µM | actives 0.58% (n = 360,000); in the data active means inhibition above about 36%
Rin1-Abl PPI inh = inhibitors of Rin1-Abl protein binding, primary screen, biochemical, TR-FRET. Tyrosine-protein kinase ABL1 (Homo sapiens) + Ras and Rab interactor 1 (Homo sapiens), …. inhibition, % at 7.35 µM. actives 0.4% (n = 360,000); in the data active means inhibition above about 5%, passing the limit was not always enough
E coli Lon inh = inhibitors of E. coli Lon protease, primary screen, biochemical, fluorescence polarization; inhibition, % at 7.94 µM; actives 0.42% (n = 360,000); P0A9M0; purified E. coli Lon protease; in the data active means inhibition above about 13%, passing the limit was not always enough;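 further: 0% = enzyme with probe and DMSO and 100% = no enzyme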
CSN inh = inhibitors of CSN-mediated cullin deneddylation, primary screen, biochemical, fluorescence polarization, uHTS | inhibition, % at 12.5 µM | COP9 signalosome complex subunit 5 (Homo sapiens), Q92905 | Purified CSN, SCF-Nedd8-OG deneddylation | AID 651999, 2013 | actives 0.38% (n = 360,000);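 active means pattern-corrected inhibition above about 35%, with an unprinted fluorescence ratio check between 0.5 and 1.5, limit read from the data, passing the limit was not always enough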;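 further: 0% = enzyme with substrate and 100% = substrate without enzyme; some results filed as inactive read as strong as hits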
Target sequence (Q92905 whole entry, looked up, one chain of several): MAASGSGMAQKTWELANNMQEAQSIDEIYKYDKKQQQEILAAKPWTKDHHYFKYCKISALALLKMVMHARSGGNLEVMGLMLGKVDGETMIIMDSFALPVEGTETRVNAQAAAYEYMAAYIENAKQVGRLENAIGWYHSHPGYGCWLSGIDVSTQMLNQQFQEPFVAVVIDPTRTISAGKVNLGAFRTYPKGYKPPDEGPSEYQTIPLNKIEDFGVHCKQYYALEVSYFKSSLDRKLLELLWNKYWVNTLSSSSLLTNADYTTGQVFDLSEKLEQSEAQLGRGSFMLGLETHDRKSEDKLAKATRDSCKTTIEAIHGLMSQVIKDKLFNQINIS
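Test system: purified human Csn5 enzyme expressed in HEK293T cells. Amount: 0.24 nM enzyme. Reagent: SCFSkp2-Nedd8OG substrate at 10 nM final. Schedule: 90 min incubation of compound, enzyme and substrate at room temperature. Detection: fluorescence polarization. Read-out: % inhibition of substrate cleavage by Csn5.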
* = called active by the depositor; i = inactive; . = no result given; + = active, no number. The order is random; overall some 4% were active at least once.

No.	smiles	MsrA inh	Tb MetRS inh	FAS TE block	PABP1 MLLE inh	MsrA act	Neddylation inh	Rin1-Abl PPI inh	E coli Lon inh	CSN inh
1	Cc1ccc(S(=O)(=O)Nc2cc(S(=O)(=O)N3CCOCC3)ccc2NCC2CCCO2)cc1 (configuration not stated)	-0.1	-0.2	-4.6	11.0	-2.1	i	-1.3	-6.0	-2.3
2	O=C(NCCS(=O)(=O)N1CCC2(CC1)OCCO2)c1ccccc1	-0.3	-0.4	-8.1	7.0	-5.6	i	2.6	7.3	2.4
3	CS(=O)(=O)NCC(c1cccnc1)N1CCN(c2ccccc2F)CC1 (configuration not stated)	-1.7	-0.2	-5.9	4.8	-0.7	i	-3.2	-3.7	-2.3
4	Cc1c(NC(=O)c2cc3ccccc3o2)cccc1-n1cnnn1	-0.9	0.0	-2.3	-19.3	1.0	i	-0.3	-9.7	2.5
5	CCN1c2ccccc2-c2nc3ccccc3n2C1c1cccs1 (configuration not stated)	0.4	0.1	24.7	-5.8	-4.9	.	-0.8	-10.3	4.0
6	CCn1nnc2cc(C(=O)O)ccc21	-0.9	0.3	-5.2	6.8	-0.8	i	0.1	-4.0	0.5
7	CCN(CC)CC(O)Cn1c(-c2ccccc2Cl)nc2ccccc21 (configuration not stated)	0.1	-0.2	-4.8	4.8	-1.3	i	0.2	-4.8	-0.2
8	Cc1ccc(C(=O)CSc2ncn[nH]2)cc1	0.1	-1.0	-9.3	14.2	-6.1	i	-3.9	3.4	2.3
9	CN(Cc1ccccc1)C(=O)COC(=O)c1cc(-c2ccc(Cl)s2)nc2ccccc12	0.2	-0.9	24.3	-7.6	-2.6	i	3.8	-0.8	1.6
10	Cc1cc2nc(-c3cccc(Cl)c3)c(CC3CCCCC3)n2c(C)c1Br	0.3	-0.9	24.3	.	-2.8	i	.	-0.2	0.2
11	CCc1nc2ccc(C(=O)N3CCN(c4ccc(Cl)cc4)CC3)cc2nc1CC	3.2	-0.3	21.5	10.4	-3.4	i	1.9	-4.7	0.5
12	Cc1cc(N/C=C(\C#N)S(=O)(=O)c2ccccc2Cl)nc(C)n1	1.4	-0.2	-5.8	-3.8	-1.9	i	-5.3	-2.1	-3.2
13	COC(=O)c1cccc(NC(=S)Nc2ccccc2Cl)c1	-0.8	-0.4	-1.7	21.4	-2.7	i	1.2	-12.6	-2.7
14	CC(=O)C[C@@H]1OC[C@H](Cc2ccccc2)N1S(=O)(=O)c1ccc(C)cc1	-0.3	0.2	.	.	.	i	.	.	-0.7
15	Cc1c(Cl)cccc1NC(CC(=O)c1ccccc1)C(=O)OCC(=O)c1cccs1 (configuration not stated)	1.3	-0.6	33.2	4.6	-3.4	i	1.0	-20.2	-4.6
16	Cc1cc(C)nc(Nc2ccc(N3CCCC3)cc2)n1	1.2	0.0	-10.7	13.3	-3.0	i	0.8	-11.5	-0.8
17	O=C(NC1CCCC1)C(C1CC1)n1c(C2CC2)nc2ccccc21 (configuration not stated)	0.7	-0.9	.	.	.	i	.	.	-2.8
18	CCCc1c(-c2ccc(F)cc2)ncn1CCc1ccccc1OC	-0.6	-0.7	14.9	.	-2.4	i	.	-2.0	-2.6
19	NC(=O)NC(=O)COC(=O)/C=C/c1cccs1	3.4	0.1	-6.9	-0.7	-2.9	i	-3.2	-4.7	3.6
20	C#CCNC(=O)C1=C[C@H](c2csc3ccccc23)[C@@H](CCCO)[C@H](OCC)O1	-0.3	-0.3	-10.6	4.4	-1.4	i	1.9	-6.5	2.7
21	c1ccc(-n2nc3ccccc3n2)cc1	-0.6	-1.3	3.8	-0.5	-1.4	i	0.4	-4.2	3.1
22	Cc1cc(C)n(-c2ccn(Cc3ccc(Cl)cc3Cl)c(=O)n2)n1	0.0	-0.7	15.3	-1.0	-2.0	i	-3.3	2.1	2.8
23	Cc1cc(NC(=O)c2cccs2)ccc1NC(=O)Cc1ccccc1	-0.6	-0.8	-5.1	-4.7	-4.7	i	0.2	-2.0	3.1
24	CN1CCN(C(=O)c2cccc(NS(=O)(=O)c3ccc(Br)cc3)c2)CC1	0.3	0.4	-5.0	2.3	-2.6	i	2.9	-6.2	-4.3
25	COc1ccc(Cl)cc1C(=O)NNC(=S)NC(=O)/C=C/c1ccco1	-0.6	-0.2	11.0	-110.2	-2.6	i	-3.6	-3.1	5.9
26	COCc1nnc(NC(=O)c2ccccc2[N+](=O)[O-])s1	-0.2	0.2	-7.3	11.3	-2.4	i	-5.5	-5.5	-3.9
27	Cc1cccc(N(CC(=O)N2CCN(c3ccc(F)cc3)CC2)S(C)(=O)=O)c1C	1.8	-0.2	-0.3	7.7	-3.4	i	0.8	3.2	1.6
28	Cc1cc(C)c2c(n1)nn1c(N3CCN(Cc4ccccc4)CC3)cc(C)nc21	0.5	-2.5	-8.4	-5.1	-8.9	.	2.9	5.7	-2.0
29	CCc1noc(C)c1C(=O)Nc1ccc(C(F)(F)F)cc1	-0.3	-0.3	2.4	2.4	-3.1	i	-2.9	-4.1	-0.5
30	COCCCN1C(=O)C(=O)/C(=C(/O)c2ccc(OC(C)C)cc2)C1c1ccncc1 (configuration not stated)	1.5	-1.6	-6.9	8.9	-16.5	i	1.4	-4.3	2.7
31	Cc1ccc(C(=O)NNC(=O)c2ccccc2-n2cccc2)cc1	-0.8	-0.8	-3.4	14.2	-0.3	i	3.4	-7.6	-6.1
32	Cc1onc(-c2c(F)cccc2Cl)c1C(=O)Nc1nnc(-c2ccccc2)s1	2.1	-1.7	-4.8	-3.3	-9.8	i	6.9	-6.2	5.2

Quoted at random: two entries already listed.
No.	smiles	MsrA inh	Tb MetRS inh	FAS TE block	PABP1 MLLE inh	MsrA act	Neddylation inh	Rin1-Abl PPI inh	E coli Lon inh	CSN inh
31	Cc1ccc(C(=O)NNC(=O)c2ccccc2-n2cccc2)cc1	-0.8	-0.8	-3.4	14.2	-0.3	i	3.4	-7.6	-6.1
28	Cc1cc(C)c2c(n1)nn1c(N3CCN(Cc4ccccc4)CC3)cc(C)nc21	0.5	-2.5	-8.4	-5.1	-8.9	.	2.9	5.7	-2.0

(list continues)
No.	smiles	MsrA inh	Tb MetRS inh	FAS TE block	PABP1 MLLE inh	MsrA act	Neddylation inh	Rin1-Abl PPI inh	E coli Lon inh	CSN inh
33	N#CC1(P(=O)(c2ccccc2)c2ccccc2)CC1	-1.0	0.2	-7.7	-6.0	-6.5	i	-1.1	2.6	-1.2
34	Cc1ccc(OCCC(=O)NNC(=O)c2cc(C)oc2C)cc1	-1.1	-0.5	-5.5	3.9	-5.1	i	6.6	-9.5	2.4
35	O=C(c1ccc(CSc2ccc(Cl)cc2)o1)N1CCOCC1	-0.1	-0.8	2.7	23.4	-4.6	i	5.2	-8.9	1.4
36	O=C(Nc1nccs1)c1ccc(Br)s1	0.3	0.3	-5.0	-2.0	-1.8	i	-2.6	2.8	4.4
37	COc1ccc(C(=O)/C=C/Nc2ccc([N+](=O)[O-])cc2C)c(OC)c1	.	-0.3	0.7	-35.3	-5.6	i	-2.2	-12.8	8.5
38	CCOC(=O)N1CCN(C(=S)NC(=O)C2CCCC2)CC1	0.3	-0.3	-6.5	6.2	-3.7	i	-1.1	6.7	-2.4
39	Cc1nc(Nc2ccc(F)cc2)nc(Nc2ccc(F)cc2)c1[N+](=O)[O-]	0.1	-0.6	23.8	-17.5	-3.2	i	-3.2	-4.7	1.4
40	Cc1[nH][nH]c(=O)c1N=Nc1ccc(Br)c(Cl)c1	-0.4	-0.1	2.3	-10.6	-2.9	i	2.2	-1.0	111.9
41	COc1cc2cc(C(=O)Nc3ccc4c(c3)OCCO4)[nH]c2cc1OC	4.6*	-0.3	0.9	3.2	-4.8	i	0.0	3.0	-2.7
42	COc1ccc(C(CCN)c2ccc3c(c2)OCO3)cc1 (configuration not stated)	-0.5	-0.4	-14.5	0.3	-3.2	i	3.7	-16.2	-3.3
43	Cc1ccc(S(=O)(=O)N(CC(=O)NCCSc2ccccn2)c2ccccc2F)cc1	0.3	-0.4	7.6	3.7	-0.1	i	1.7	-5.2	1.5
44	O=[N+]([O-])c1cc(/C=N/n2cnnc2)ccc1N1CCCC1	7.7*	1.4	-2.9	-4.1	-6.7	i	-9.1	2.3	-0.8
45	O=C(NC(Cc1ccccc1)C(=O)O)c1ccc(S(=O)(=O)N2CCCCC2)cc1 (configuration not stated)	1.0	0.5	-3.9	-3.5	-1.4	i	0.3	-3.3	2.5
46	COc1cccc(C(=O)NCCSc2ccc(F)cc2)c1	2.0	0.2	1.5	14.1	-3.0	i	2.6	-9.2	0.9
47	Cc1ccc(C(=O)Cn2nc(C(=O)O)c3ccccc3c2=O)cc1C	-1.0	0.4	12.2	-8.1	-1.9	i	1.2	-4.8	0.8
48	Fc1ccc(-c2cc(C(F)(F)F)n3ncnc3n2)cc1	0.7	0.1	-2.7	16.4	0.5	+	0.3	-3.1	2.7
49	O=C(CSc1nnc(-c2cccc(F)c2)o1)NC1CCCC1	0.0	0.0	-3.3	6.0	-1.2	i	1.1	-5.4	-7.0
50	C=CCn1c(SCC(=O)Nc2cccc3ccccc23)nc(O)c(CC)c1=O	-0.6	-1.2	-4.3	18.7	-4.1	i	-0.1	-5.8	5.5
51	O=C(NCc1cccs1)c1nc2c(nnn2Cc2ccccc2Cl)c(=O)[nH]1	-0.4	-0.1	1.7	9.7	-4.4	i	0.0	0.7	-6.5
52	Cc1cc(C(=O)C(=O)N(C)C)c(C)n1-c1ccc(Cl)c(Cl)c1	1.9	-0.3	-4.9	-7.8	-4.4	i	2.0	-4.7	5.5
53	C[C@@H](NC(=O)c1ncn2c1c(=O)[nH]c1cccnc12)c1ccccc1	0.1	-1.1	-4.9	3.7	-1.2	i	-4.8	-0.7	3.0
54	O=S(=O)(c1ccc(F)cc1)N1CCN(C(=S)NC2CCCC2)CC1	1.4	-1.1	-0.7	-135.2	-8.9	i	-1.0	0.2	-14.6
